Assay outcomes (PubChem BioAssay)
S-ASM inh – Inhibitors of Secretory Acid Sphingomyelinase (S-ASM): qHTS. Sphingomyelin phosphodiesterase (Homo sapiens), P17405. placental ASM, HMU-PC fluorogenic substrate, 60 min. Potency, µM (titrated, usually from 57.5 µM), inactives show at the top dose activity change, negative = inhibition, hits mostly inhibitors. actives 0.006% (n = 340,000); further: potency means the concentration at half of the fitted maximal effect
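Steps: dispense placental human ASM, pin compound, wait 10 min at room temperature, add HMU-PC0 substrate at 9 uM final, incubate 60 min at 37 °C, add stop solution raising pH to 10, read fluorescence.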
uPA generation – qHTS for Inhibitors of Cell Surface uPA Generation | cell surface uPA generation assay, qHTS | Potency, µM (titrated, usually from 38.3 µM), without a hit: at the top dose activity change, negative = inhibition, most hits filed as inhibitors | actives 0.31% (n = 330,000) | AID 540303, 2011; active means well fitted inhibition curve with a large enough effect; inconclusive means small, poorly fitted or top-dose-only effect; inactive means no such curve, though single readings can be large or run the other way; tested in mouse RAW 264.7 cells; further: potency means the concentration at half of the fitted maximal effect; on the % scale 0 is the no-effect control and ±100 the full control effect; nearly all actives have a fitted effect of over 55% in size
ELG1 genotox – qHTS screen for small molecules that induce genotoxicity in human embryonic kidney (HEK293T) cells expressing luciferase-tagged ELG1; Potency, µM (top dose mostly 46 µM), for inactives: at the top dose activity change, positive = activation, actives largely listed as activators; HEK293T ELG1-luciferase reporter, luminescence, 16 h; actives 1.3% (n = 330,000); further: potency means the concentration at half of the fitted maximal effect; % of control where 0% means no effect; nearly all actives have a fitted effect of over 60% in size
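DMSO vehicle served as control against compound-treated ELG1-luciferase HEK293T cells; exposure lasted 16 hr at 37 °C and 5% CO2, followed by ONE-Glo luminescence detection after 30 min.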
a7 integrin act – qHTS for Activators of Integrin-Mediated Alleviation for Muscular Dystrophy; Potency, µM (top dose mostly 38.3 µM), for inactives: top-dose activation, usual class: activators; alpha7betagal myoblasts, beta-gal FDG fluorescence, 48 h; actives 0.064% (n = 350,000); AID 624291, 2012;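 further: potency means the concentration at half of the fitted maximal effect; 100% = response of the positive control SU9516; nearly all actives have a fitted effect of over 60% in size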
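alpha7betagal+/- myoblasts (passage 13, 250/well) treated 48 h at 37C with compounds at 1:260 dilution of DMSO stock. Lysed, then beta-galactosidase activity read as FDG fluorescence (ex 480/em 540) after 30 min, with pre-read for autofluorescence.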
B2AR arrestin – qHTS assay of beta-arrestin-biased ligands of beta2-adrenergic receptor; Beta-2 adrenergic receptor (Homo sapiens), P07550; beta-arrestin recruitment to beta2AR, cell-based reporter; Potency, µM (series often up to 46.1 µM), for inactives: at the top dose activation, most hits filed as activators; actives 0.02% (n = 330,000); AID 492947, 2010;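 further: potency means the concentration at half of the fitted maximal effect; 0% = DMSO controls and full agonism = EC100 isoproterenol or metaproterenol; nearly all actives have a fitted effect of over 65% in size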
Target sequence (P07550 whole entry, looked up): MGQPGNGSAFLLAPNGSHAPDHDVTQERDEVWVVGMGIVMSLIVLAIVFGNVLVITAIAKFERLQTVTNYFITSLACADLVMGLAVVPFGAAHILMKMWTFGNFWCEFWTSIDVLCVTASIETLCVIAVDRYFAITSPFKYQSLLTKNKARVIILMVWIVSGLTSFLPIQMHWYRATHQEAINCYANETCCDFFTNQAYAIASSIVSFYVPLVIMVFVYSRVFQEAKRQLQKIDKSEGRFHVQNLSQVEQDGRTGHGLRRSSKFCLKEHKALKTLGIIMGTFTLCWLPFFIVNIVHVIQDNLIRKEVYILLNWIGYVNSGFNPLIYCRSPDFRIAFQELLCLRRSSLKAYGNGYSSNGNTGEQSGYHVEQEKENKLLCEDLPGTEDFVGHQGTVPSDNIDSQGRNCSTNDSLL
USP2a inh – qHTS Assay for Inhibitors of Ubiquitin-specific Protease USP2a Using CHOP2 as the Reporter; Ubiquitin carboxyl-terminal hydrolase 2 (Homo sapiens), O75604; USP2 core, Ub-CHOP2 coupled fluorogenic reporter, 485/531; Potency, µM (doses to about 38.3 µM), inactives show at the highest dose activity change, negative = inhibition, hits mostly inhibitors; actives 0.01% (n = 330,000); AID 463254, 2010;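 further: potency means the concentration at half of the fitted maximal effect; plate controls were DMSO wells for no effect and full inhibition by NEM control for full effect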
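Cell-free coupled assay: 10nM USP2 core preincubated 30min RT with compound in Tris-HCl pH 8.0/CaCl2/CHAPS buffer, then 25nM Ub-CHOP2 and 25nM reporter substrate; fluorescence (Ex 485/Em 531) read after 60min RT, normalized to NEM inhibition, concentration-response curves fitted.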
PTAP TSG101 blk – qHTS Assay for Iinhibitors of HIV-1 Budding by Blocking the Interaction of PTAP/TSG101; Fluorescence polarization, FITC-PTAP peptide / Tsg101 binding; Potency, µM (highest dose often 115 µM), inactives show top-dose activity change, negative = inhibition, actives largely listed as inhibitors; 340,000 tested, under 10 active; AID 493005, 2010; active means well fitted inhibition curve with a large enough effect in the main read-out, with a control signal flat, not every such curve was filed as active; inconclusive means small, poorly fitted or top-dose-only effect, or effect the other way, or a change in a side signal; inactive means no such curve, though single readings can be large or run the other way; further: potency means the concentration at half of the fitted maximal effect; % of control where 0% means no effect
Target sequence (Q99816 whole entry, looked up): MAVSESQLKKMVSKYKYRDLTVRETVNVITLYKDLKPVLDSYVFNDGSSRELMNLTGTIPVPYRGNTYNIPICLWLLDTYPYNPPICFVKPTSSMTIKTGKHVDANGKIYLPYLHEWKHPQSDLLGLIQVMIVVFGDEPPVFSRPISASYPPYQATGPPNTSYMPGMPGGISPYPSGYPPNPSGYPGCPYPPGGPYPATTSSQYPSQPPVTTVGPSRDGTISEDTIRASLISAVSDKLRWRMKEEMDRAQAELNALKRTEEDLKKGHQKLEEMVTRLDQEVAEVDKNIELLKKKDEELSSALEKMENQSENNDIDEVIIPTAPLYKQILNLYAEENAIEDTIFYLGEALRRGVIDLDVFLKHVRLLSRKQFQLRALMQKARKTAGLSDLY
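Fluorescence anisotropy tracks displacement of a FITC-tagged PTAP peptide (50 nM) from the Tsg101 binding domain (10 uM), following a 20 min room-temperature incubation at pH 7.5.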
Eya2 phos inh – qHTS Assay for Inhibitors of the Phosphatase Activity of Eya2. Potency, µM (top dose mostly 76.9 µM), without a hit: at the highest dose activity, negative = inhibition, actives largely listed as inhibitors. AID 488837, 2010. actives 0.006% (n = 330,000). Protein phosphatase EYA2 (Homo sapiens), O00167. recombinant Eya2, OMFP fluorescence dephosphorylation (OMFP is methylfluorescein phosphate); further: potency means the concentration at half of the fitted maximal effect; on the % scale 0 is the no-effect control and ±100 the full control effect
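Eya2 (0.2 uM) preincubated 10 min at ambient with compound, then OMFP substrate added at 50 uM; 10 min reaction in 50 mM HEPES pH 7.5, 50 mM NaCl, 5 uM MgCl2, 0.05% BSA, 1 mM DTT. Fluorescence read at Ex 485/Em 525 nm.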
BRCA1 expr act – qHTS Assay to Identify Small Molecule Activators of BRCA1 Expression; MCF7-BRCA1-FFLuc reporter, luminescence, 48 h; response scale: scaled: vehicle 0%, 10 µM genistein 100%; Potency, µM (doses to about 46.1 µM), for the others: at the highest dose activation, actives largely listed as activators; actives 1.1% (n = 380,000); further: potency means the concentration at half of the fitted maximal effect; nearly all actives have a fitted effect of over 80% in size; some results filed as inactive show a strong effect at the top dose
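Compounds are tested at multiple concentrations on MCF7 BRCA1-luciferase reporter cells seeded at 2000 per well; after 48 h, a single luminescence end-point is taken and curves fitted to the normalized data.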
p53 reactivation – qHTS assay for re-activators of p53 using a Luc reporter; H1299 p53-A138V BP100-luciferase reporter, luminescence, 24 h; Potency, µM (series often up to 92.2 µM), for the others: at the highest dose activity change, positive = activation, actives largely listed as activators; actives 0.063% (n = 320,000); further: potency means the concentration at half of the fitted maximal effect; % of control where 0% means no effect; nearly all actives have a fitted effect of over 45% in size
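H1299 (p53-null), stable ts p53-A138V + BP100-Luc; 1000 cells/well, Opti-MEM/10% FBS; cpd 4 pt, 1:5; 24 h, 37 deg C, 5% CO2; detection reagent 10 min RT; luminescence.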
TRPV1 agonist – HTS Assay for Compounds that Act as Agonists of the Vanilloid Receptor 1; Transient receptor potential cation channel subfamily V member 1 (Homo sapiens), Q8NER1; TRPV1-expressing cells, Fluo-8 calcium influx, agonist mode; activation, % at 8.33 µM; actives 0.19% (n = 320,000); in the data active means activation above about 80%; inconclusive means between about 30% and that limit; further: 0% is about no effect
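TRPV1-expressing cells were cultured overnight at 35.5C and loaded with Fluo-8 calcium dye for 40 to 90 min at room temperature. After a 10 s baseline, compound was added and calcium influx was read kinetically for 3 min (ex 480/em 520 nm).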
* = called active by the depositor; ? = inconclusive; · = not tested or not shown. Unless noted, the call rests on the fitted dose curve; in most records, active means well fitted curve in the direction sought with a large enough effect; inconclusive means small, poorly fitted or top-dose-only effect, or another doubt; inactive means no such curve, though single readings can be large; an effect the other way counts as inactive or inconclusive.

SMILES | S-ASM inh | uPA generation | ELG1 genotox | a7 integrin act | B2AR arrestin | USP2a inh | PTAP TSG101 blk | Eya2 phos inh | BRCA1 expr act | p53 reactivation | TRPV1 agonist
O=C(CCc1ccccc1)NC(NC(=S)Nc1ccc(Br)cc1)C(Cl)(Cl)Cl (stereo unspecified) | 0% | -7% | 0% | -4% | 0.0% | -4% | -5% | 0% | -62% | -6% | -1
CN(CC(=O)Nc1ccc(F)cc1)C(=O)c1cc(-c2cccs2)nn1-c1ccccc1 | -8% | -1% | -9% | 4% | -2.7% | 1% | -3% | -8% | -31% | -2% | ?
Cc1cccn2c(=O)c3cc(C#N)c(=O)n(CC4CCCO4)c3nc12 (stereo unspecified) | · | · | 0% | · | 0.2% | 0% | · | 0% | · | 0% | -1
O=C(Cn1c(=O)oc2cc(S(=O)(=O)NCc3ccccc3)ccc21)N1CCCC1 | 0% | -1% | -1% | -5% | -0.7% | 7% | -2% | -1% | -19% | 8% | 0
C/C(=N\NC(=O)CCC(=O)NCc1ccccc1)c1ccc([N+](=O)[O-])cc1 | -2% | -3% | 2% | 0% | -0.6% | 4% | -1% | 4% | -11% | 2% | ·
CCOC(=O)N1CCC(NC(=O)C2CCCN(S(=O)(=O)c3cccnc3)C2)CC1 (stereo unspecified) | -2% | -5% | 0% | 1% | 0.1% | 3% | -1% | 1% | 13% | 5% | 0
CCOC(=O)c1cnc2ccc(C)cc2c1NCCO | 16% | 0% | -10% | 14% | -0.3% | 2% | -1% | 1% | 5% | -1% | 0
COc1ccc(Br)cc1CNc1ccc2[nH]c(=O)[nH]c2c1 | 0% | 2% | 7% | 4% | -0.2% | 2% | -1% | -10% | -8% | -5% | 27
O=C(O)CSCC(=O)N1CCCN(c2ccc(C(F)(F)F)cn2)CC1 | 3% | 0% | -1% | -27% | -0.2% | 0% | 0% | -9% | -9% | 13% | 5
CCN(c1ccccc1)S(=O)(=O)c1nnc(NC(=O)c2ccccc2OC)s1 | -12% | -6% | -1% | 11% | -1.2% | 3% | -2% | -3% | -10% | 10% | 0
CCOc1ccc(N2CC(NS(=O)(=O)c3cccnc3)CC2=O)cc1 (stereo unspecified) | · | 17% | -1% | 0% | -0.1% | -2% | 1% | 10% | 1% | -1% | -4
CN1CCN(C(=O)/C(=C/c2ccco2)NC(=O)c2ccccc2)CC1 | 3% | 2% | 0% | -26% | -0.1% | 2% | -3% | -11% | -2% | 1% | 2

The closing 3 entries of the part before lead into the next:
SMILES | S-ASM inh | uPA generation | ELG1 genotox | a7 integrin act | B2AR arrestin | USP2a inh | PTAP TSG101 blk | Eya2 phos inh | BRCA1 expr act | p53 reactivation | TRPV1 agonist
CCN(c1ccccc1)S(=O)(=O)c1nnc(NC(=O)c2ccccc2OC)s1 | -12% | -6% | -1% | 11% | -1.2% | 3% | -2% | -3% | -10% | 10% | 0
CCOc1ccc(N2CC(NS(=O)(=O)c3cccnc3)CC2=O)cc1 (stereo unspecified) | · | 17% | -1% | 0% | -0.1% | -2% | 1% | 10% | 1% | -1% | -4
CN1CCN(C(=O)/C(=C/c2ccco2)NC(=O)c2ccccc2)CC1 | 3% | 2% | 0% | -26% | -0.1% | 2% | -3% | -11% | -2% | 1% | 2
COc1ccc2cc(CN(Cc3cccnc3)Cc3nnnn3Cc3ccccc3)c(=O)[nH]c2c1 | -4% | -2% | -1% | -19% | 0.9% | 2% | -8% | -4% | 12% | 0% | 0
Clc1ccc(CN2CCN(c3ncccn3)CC2)c(Cl)c1 | 5% | ? | 9% | 2% | 0.1% | 0% | 1% | 4% | -13% | 9% | 12
N#CC(C(=O)Nc1ccc(Cl)c(Cl)c1)=C1Nc2ccccc2N1 | -1% | -3% | 2% | -35% | 0.3% | 1% | -4% | 12% | -39% | -24% | 15
O=C(O)c1cc2c([nH]c1=O)CCCC2 | 1% | 0% | -2% | -10% | -0.2% | 0% | -7% | 15% | -4% | 13% | -6
CCN1CCN(C(=O)C2COc3ccccc3O2)CC1 (stereo unspecified) | 1% | 3% | -1% | 26% | -0.1% | 1% | -6% | -1% | 15% | 21% | 2
CCOC(=O)c1[nH]c(C)c(C(=O)NC2CCCCC2)c1C | 3% | 13% | -5% | 0% | 0.1% | -2% | -1% | -3% | 1% | 8% | 4
O=C(/C=C/c1ccc2c(c1)OCO2)N1CCOCC1 | 6% | -2% | 11% | -15% | 4.8% | 7% | -2% | -1% | 84% | 8% | ?
CC(C)(C)NC(=O)CN(C(=O)CS(=O)CC(=O)Nc1ccc(F)cc1)c1ccc(Cl)cc1 (stereo unspecified) | 5% | · | 2% | 3% | -0.4% | -2% | -6% | -15% | 12% | -19% | 7
CCC(CC)NC(=O)COc1ccc(OC)cc1C=O | 11% | -1% | 0% | -30% | 0.3% | -1% | 1% | -3% | 4% | 0% | 3
O=C(COc1ccc(/C=N/NS(=O)(=O)c2ccccc2)cc1)Nc1ccc(F)cc1 | -14% | 5% | -2% | 4% | 0.4% | 0% | -1% | 11% | -2% | 4% | 7
CC(=O)Nc1cccc(C(=O)N2CCC(n3nccc3NC(=O)CC(C)C)CC2)c1 | 2% | 7% | -4% | -3% | -0.5% | 5% | -2% | -4% | -16% | -2% | 2
Cc1c(C2(O)CCCCC2)[nH]c2cc(C(F)(F)F)ccc12 | -2% | 1% | 1% | -35% | -0.2% | -3% | -3% | 6% | -16% | 0% | ·

The closing 2 entries of the part above lead into the next:
SMILES | S-ASM inh | uPA generation | ELG1 genotox | a7 integrin act | B2AR arrestin | USP2a inh | PTAP TSG101 blk | Eya2 phos inh | BRCA1 expr act | p53 reactivation | TRPV1 agonist
CC(=O)Nc1cccc(C(=O)N2CCC(n3nccc3NC(=O)CC(C)C)CC2)c1 | 2% | 7% | -4% | -3% | -0.5% | 5% | -2% | -4% | -16% | -2% | 2
Cc1c(C2(O)CCCCC2)[nH]c2cc(C(F)(F)F)ccc12 | -2% | 1% | 1% | -35% | -0.2% | -3% | -3% | 6% | -16% | 0% | ·
O=C(Oc1ccc2c(=O)c(Oc3ccc4ccccc4c3)coc2c1)c1ccco1 | 21% | 1% | 0% | 27% | -0.7% | 3% | -1% | 15% | 19% | 9% | 8
CN(CCN1CCOCC1)Cc1nc(-c2ccc3c(c2)OCO3)no1 | 0% | 9% | 0% | -4% | 0.1% | -1% | -4% | 2% | 7% | 1% | -2
O=c1[nH]c2ccccc2nc1C(Nc1ccccc1)c1ccccc1 (stereo unspecified) | -2% | 3% | 9% | 27% | -0.1% | -6% | -2% | -7% | -31% | 3% | ?
COc1ccc(NC(=O)CN2CCN(CC(=O)Nc3ccccc3Cl)CC2)cc1 | -2% | 10% | -4% | -7% | -0.1% | -2% | -3% | -3% | -5% | -1% | -5
Cc1ccccc1CNC(=O)C(=O)NCCC1CCCCN1S(=O)(=O)c1ccccc1 (stereo unspecified) | 1% | -1% | 0% | -21% | 0.0% | 1% | -2% | 17% | -45% | -8% | 24
COc1cccc(C(=O)Nc2nc3ccc(S(C)(=O)=O)cc3s2)c1 | -4% | -4% | -12% | -18% | -0.7% | 3% | 0% | -12% | 33% | 20% | -1
Cc1onc(-c2ccccc2)c1C(=O)Nc1ccc(S(=O)(=O)NC(C)(C)C)cc1 | 0% | -2% | -6% | 12% | -0.3% | -2% | -5% | -19% | -28% | -2% | 28
O=C(Nc1ccccc1F)c1ccc(CSc2ncccn2)cc1 | -2% | 5% | ? | -10% | -0.1% | 4% | -3% | -13% | 20% | 11% | 23
COc1ccc(C(=O)c2c(NC(C)=O)sc3c2CCN(C(=O)OC(C)(C)C)C3)cc1 | -4% | -4% | -9% | 0% | 0.4% | 1% | -2% | -12% | -48% | 15% | 2
